Assay outcomes deposited in PubChem BioAssay by National Center for Advancing Translational Sciences (NCATS).
MBNL1-CUG inh – MBNL1-poly(CUG) RNA binding inhibition; Q9NR56; TR-FRET MBNL1-His/biotin-(CUG)12 binding, 665/545 ratio; Potency, µM (series often up to 57.5 µM), inactives show top-dose activity change, negative = inhibition, usual class: inhibitors; hit rate 0.036% among 280,000; active means well fitted inhibition curve with a large enough effect in the signal ratio, with a control signal flat, not every such curve was filed as active; inconclusive means small, poorly fitted or top-dose-only effect, or effect the other way, or a change in a side signal; inactive means no such curve, though single readings can be large or run the other way; the % refers to the signal ratio; further: on the % scale 0 is the no-effect control and ±100 the full control effect
Target sequence (Q9NR56 whole entry, looked up): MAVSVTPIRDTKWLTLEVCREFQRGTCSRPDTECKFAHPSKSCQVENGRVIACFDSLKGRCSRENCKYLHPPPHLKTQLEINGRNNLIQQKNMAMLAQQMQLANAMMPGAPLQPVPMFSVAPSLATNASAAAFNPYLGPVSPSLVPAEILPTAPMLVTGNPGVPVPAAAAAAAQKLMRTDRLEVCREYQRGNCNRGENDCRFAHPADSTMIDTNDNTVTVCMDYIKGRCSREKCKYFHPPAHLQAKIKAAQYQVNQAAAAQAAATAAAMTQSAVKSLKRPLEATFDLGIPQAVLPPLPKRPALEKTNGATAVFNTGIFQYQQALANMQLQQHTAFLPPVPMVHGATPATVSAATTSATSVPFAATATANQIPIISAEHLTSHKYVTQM
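TR-FRET readout: Ex 340 nm, 665/545 nm emission ratio, normalized to buffer-only (basal) and MBNL1-(CUG)12 controls. Complex of MBNL1-His with Biotin-(CUG)12, compounds 92 nM–58 uM, incubated 60 min at room temperature.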
ELG1 genotox – genotoxicity induction in ELG1-luciferase HEK293T cells; Potency, µM (highest dose often 46 µM), for the others: at the highest dose activity change, positive = activation, usual class: activators; hit rate 1.3% among 330,000; HEK293T ELG1-luciferase reporter, luminescence, 16 h; further: % of control where 0% means no effect; nearly all actives have a fitted effect of over 60% in size
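Luminescence read-out: rising ELG1-luciferase signal, reflecting elevated ELG1 protein under genetic stress, flags genotoxic compounds. Cells were treated for 16 hr at 37 °C before ONE-Glo detection.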
uPA surface inh – blocks generation of uPA at the cell surface; cell surface uPA generation assay, qHTS; Potency, µM (highest dose often 38.3 µM), inactives show at the top dose activity change, negative = inhibition, actives largely listed as inhibitors; AID 540303; hit rate 0.31% among 330,000; active means well fitted inhibition curve with a large enough effect; inconclusive means small, poorly fitted or top-dose-only effect; inactive means no such curve, though single readings can be large or run the other way; tested in mouse RAW 264.7 cells; further: on the % scale 0 is the no-effect control and ±100 the full control effect; nearly all actives have a fitted effect of over 55% in size
FLuc counter – counter-screen for miR-21 project: firefly luciferase inhibitors or activators. Potency, µM (highest dose often 57.5 µM), for the others: at the top dose activity change, negative = inhibition, actives largely listed as inhibitors. P08659. purified FLuc, Km substrates, luminescence inhibition. hit rate 6.9% among 360,000;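 further: plate controls were vehicle for no effect and reference inhibitor for full effect; nearly all actives have a fitted effect of over 55% in size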
Target sequence (P08659 whole entry, looked up): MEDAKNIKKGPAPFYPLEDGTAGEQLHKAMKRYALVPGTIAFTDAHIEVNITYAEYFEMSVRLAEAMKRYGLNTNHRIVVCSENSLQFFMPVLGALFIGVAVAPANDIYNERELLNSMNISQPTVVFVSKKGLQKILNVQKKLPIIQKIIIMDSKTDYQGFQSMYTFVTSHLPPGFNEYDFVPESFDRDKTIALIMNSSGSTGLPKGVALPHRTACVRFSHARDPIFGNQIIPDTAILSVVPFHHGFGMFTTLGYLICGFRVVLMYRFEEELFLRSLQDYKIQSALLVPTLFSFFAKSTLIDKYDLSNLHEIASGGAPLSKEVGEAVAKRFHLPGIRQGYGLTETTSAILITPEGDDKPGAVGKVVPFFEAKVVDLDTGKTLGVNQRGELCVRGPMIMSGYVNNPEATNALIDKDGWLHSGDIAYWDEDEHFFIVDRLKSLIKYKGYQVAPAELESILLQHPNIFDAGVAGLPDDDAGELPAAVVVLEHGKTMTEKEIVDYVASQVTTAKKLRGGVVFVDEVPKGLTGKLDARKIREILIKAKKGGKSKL
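Biochemical qHTS of compounds, final roughly 60 µM downward over six points, against 10 nM purified firefly luciferase using Km concentrations of substrates (10 uM D-luciferin, 10 uM ATP) in Tris acetate pH 7.5 buffer; luminescence output.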
BRCA1 expr act – activators of BRCA1 expression | hit rate 1.1% among 380,000 | Potency, µM (doses to about 46.1 µM), without a hit: top-dose activation, actives largely listed as activators | AID 624202 | MCF7-BRCA1-FFLuc reporter, luminescence, 48 h; response scale: scaled: vehicle 0%, 10 µM genistein 100%; further: nearly all actives have a fitted effect of over 80% in size; some results filed as inactive show a strong effect at the top dose
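Luminescence from a BRCA1-driven firefly luciferase in MCF7 cells was read after 48 h compound exposure at 37 C. Data normalized against DMSO and a 10microM genistein activation control, then curve-fitted across the titration.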
Gal4-VP16 FLuc – counter-screen for ROR gamma inhibitors: Gal4-VP16 reporter | hit rate 3.5% among 310,000 | Potency, µM (titrated, usually from 53.6 µM), for inactives: top-dose activity, negative = inhibition, most hits filed as inhibitors | Drosophila S2 Gal4-VP16 UAS-luciferase, luminescence, 20 h;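 further: Gal4-VP16 expression switched on by copper sulfate through the metallothionein promoter; on the % scale 0 is the no-effect control and ±100 the full control effect; nearly all actives have a fitted effect of over 50% in size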
CXXC DNA block – MLL CXXC-DNA interaction inhibition. Potency, µM (titrated, usually from 115 µM), for the others: top-dose activity change, negative = inhibition, most hits filed as inhibitors. MLL-CXXC / FITC-HOXA9 DNA fluorescence polarization. Q03164. AID 2662. hit rate 0.037% among 290,000; active means well fitted inhibition curve with a large enough effect in the polarisation, with a control signal flat, not every such curve was filed as active; inconclusive means small, poorly fitted or top-dose-only effect, or effect the other way, or a change in a side signal; inactive means no such curve, though single readings can be large or run the other way; the % refers to the polarisation
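Fluorescence polarization: 7 uM MLL-CXXC (stock) preincubated 5 min with compounds, then 50 nM fluorescein-HOX-A9 DNA (stock) added; 30 min ambient. Buffer 50 mM Tris-HCl pH 7.5, 50 mM NaCl, 1 mM DTT, 0.05% BSA.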
RORgamma inh – blocks mouse ROR gamma transcriptional activity. P51450. Drosophila S2 Gal4-RORgamma UAS-luciferase reporter, 20 h. Potency, µM (doses to about 53.6 µM), inactives show top-dose activity change, negative = inhibition, most hits filed as inhibitors. hit rate 5.4% among 310,000. AID 2551; further: on the % scale 0 is the no-effect control and ±100 the full control effect; nearly all actives have a fitted effect of over 60% in size
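Schneider cells (Drosophila), stable Gal4 DBD–ROR gamma + UAS-luc; 1 hr cmpd preincubation; Cu2+ induction 700 uM final; 20 hr ambient; luminescence.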
p53 reactivation – mutant p53 re-activation in reporter cells. H1299 p53-A138V BP100-luciferase reporter, luminescence, 24 h. Potency, µM (doses to about 92.2 µM), for inactives: at the highest dose activity change, positive = activation, most hits filed as activators. hit rate 0.063% among 320,000. AID 504706; further: % of control where 0% means no effect; nearly all actives have a fitted effect of over 45% in size
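p53-null H1299 cells stably carrying temperature-sensitive p53-A138V and a BP100-luciferase reporter were pinned with compounds (4-point, 1:5 series) and held 24 hrs at 37 deg C. Luminescence was read 10 min after detection reagent.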
Rab9 prom act – Rab9 promoter activation; Huh7 Rab9 promoter-luciferase reporter, luminescence, 24 h; Potency, µM (series often up to 9.22 µM), for inactives: at the top dose activation, negative = inhibition, actives largely listed as activators; hit rate 2.8% among 320,000; further: % of control where 0% means no effect; nearly all actives have a fitted effect of over 60% in size
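Huh7 cells stably carrying Rab9 promoter–luciferase reporter, plated 1500 cells/well, compound added after 2 h and incubated 24 h at 37 °C; luciferase luminescence then read after 10 min with detection reagent.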
NPC1 promoter act – activates the NPC1 promoter. AID 485313. Potency, µM (doses to about 9.22 µM), without a hit: top-dose activation, most hits filed as activators. hit rate 2.4% among 320,000. Huh7 NPC1 promoter luciferase reporter, 24 h;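 further: % of control where 0% means no effect; nearly all actives have a fitted effect of over 60% in size; reporter is driven by a mutant NPC1 promoter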
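Compounds in DMSO were transferred onto Huh7 NPC1-luciferase reporter cells pre-incubated 2 h; after 24 h at 37 °C, Amplite reagent was dispensed and luminescence recorded 10 min later.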
The depositor's hits bear a star; ? = inconclusive; . = no result given; [ ] = another dose, or the depositor's remark. Unless noted, the call rests on the fitted dose curve; in most records, active means well fitted curve in the direction sought with a large enough effect; inconclusive means small, poorly fitted or top-dose-only effect, or another doubt; inactive means no such curve, though single readings can be large; an effect the other way counts as inactive or inconclusive. Potency means the concentration at half of the fitted maximal effect. This is a subset; the hit share may differ from the screen's.

SMILES	MBNL1-CUG inh	ELG1 genotox	uPA surface inh	FLuc counter	BRCA1 expr act	Gal4-VP16 FLuc	CXXC DNA block	RORgamma inh	p53 reactivation	Rab9 prom act	NPC1 promoter act
Cc1ccccc1NC(=O)c1ccc(OCc2c(C)noc2C)cc1	.	3.4%	-7.9%	1.5%	-63.8%	.	.	.	0.8%	-2.5%	-5.1%
O=C(NCc1cccnc1)c1ccc(NC(=O)c2ccc([N+](=O)[O-])cc2)cc1	8.8%	-21.2%	-19.9%	2.1%	-21.3%	-6.2%	2.6%	3.9%	-2.5%	4.3%	-2.6%
CCc1ccc(CNC(=O)C(=O)NCC2CCCO2)cc1 (stereo not drawn)	-3.4%	3.4%	-1.7%	-1.4%	6.8%	1.0%	-10.2%	-2.7%	-2.3%	-7.4%	-0.7%
COc1ccc(-c2cc3c(=O)n(CC(=O)NCc4cccnc4)ncn3n2)cc1	-4.2%	?	?	2.13µM*	83.9%	-19.3%	.	?	.	3.55µM*	1.58µM*
CCOc1nc(C)ccc1-c1noc(-c2ccccc2OC)n1	-8.5%	2.0%	2.5%	23.9µM*	26.8%	1.8%	0.4%	12.6%	4.7%	6.6%	9.4%
Cc1ccc(S(=O)(=O)N(CC(=O)N/N=C/c2cccc(C)c2)c2cccc3cccnc23)cc1	0.3%	.	-5.0%	6.4%	-14.3%	-17.0%	-0.9%	43.0%	.	.	.
O=C(NCCNC(=O)c1cc(OCC(F)(F)F)ccc1OCC(F)(F)F)Nc1ccccc1	-5.8%	-4.9%	5.1%	-4.7%	0.7%	-9.6%	-7.0%	25.0%	3.1%	-4.2%	-3.9%
O=C(NCC1CCCO1)c1ccc(N2CCCCC2)nc1 (stereo not drawn)	3.8%	14.9%	0.5%	?	99.9%	8.3%	4.2%	?	?	29.2%	25.6%
COc1ccc(N(CC(=O)N2CCCCCC2)S(=O)(=O)c2ccccc2[N+](=O)[O-])c(OC)c1	4.5%	-0.1%	-1.1%	-1.6%	-14.6%	14.5%	2.4%	-15.1%	-0.1%	7.4%	-24.2%
CC1CCCC(C)N1C(=O)CSc1nnnn1Cc1ccccc1 (stereo not drawn)	-11.4%	-0.5%	3.5%	3.7%	0.0%	1.1%	5.8%	10.5%	?	3.2%	1.1%
CCOc1ccc(/C(O)=C2/C(=O)C(=O)N(CC3CCCO3)C2c2cccs2)cc1 (stereo not drawn)	4.6%	-2.7%	1.4%	-4.4%	12.4%	-9.3%	7.2%	23.7%	-5.3%	0.6%	-4.7%
Fc1cc(Br)ccc1NC(=S)NCCc1ccccc1	-6.5%	6.2%	-1.7%	?	105.7%	?	-4.6%	7.94µM*	10.7%	27.4%	3.4%
Nc1c2c(nc3ccc(Br)cc13)N(c1ccccc1)CC2	9.9%	11.0%	17.4%	?	35.6%	14.1%	28.7%	25.6%	28.8%	22.4%	12.9%
CC(=O)c1ccc2c(ccc3ccccc32)c1	-1.7%	23.1µM*	-3.3%	21.3µM*	62.3%	?	1.7%	-30.5%	?	21.6%	8.5%
COC(=O)N1C(=O)[C@](CC(C)C)(c2ccccc2)N1C(=O)OC	-3.5%	11.9%	?	3.4%	9.9%	-5.7%	-7.2%	-13.8%	.	2.7%	-10.6%
COc1ccccc1CN(Cc1nc2ccccc2c(=O)[nH]1)S(=O)(=O)c1ccc2ccccc2c1	5.0%	-17.6%	0.8%	1.0%	-79.5%	-0.5%	2.4%	?	-4.0%	1.6%	-3.6%
Cc1ccc(S(=O)(=O)N(C)C)cc1NC(=O)CSc1nc2ccccc2c(=O)n1CC1CCCO1 (stereo not drawn)	13.8%	5.5%	0.7%	7.5%	-31.8%	-1.4%	1.8%	-5.5%	-1.9%	6.5%	1.9%
COc1ccc(Cc2nnc(NC(=O)CSc3ccc(C)cc3)s2)cc1	.	0.3%	-2.1%	10.0%	-0.6%	?	3.5%	?	-4.2%	-0.5%	-1.8%
O=c1c(-c2ccc(Br)cc2)[n+]([O-])c2ccccc2n1OCc1ccccn1	26.5%	10.1%	0.9%	-0.3%	0.0%	-11.0%[10 µM]	8.4%	3.3%	-8.1%	1.5%	-6.9%
CCCC1=NCCn2cccc21	4.0%	1.4%	15.9%	0.5%	21.3%	-0.5%	10.2%	-5.0%	-5.2%	4.6%	10.9%
COc1cc(/C=C2/SC(=O)N(Cc3ccccc3)C2=O)ccc1OCc1ccncc1	-4.1%	-8.2%	-5.1%	2.9%	-61.5%	-4.8%	-1.4%	-6.1%	4.1%	7.4%	3.0%
COc1ccc(NC(=O)CN(C)C(=O)CC2CCCC2)cc1	.	0.4%	0.3%	1.9%	-5.3%	.	.	.	2.5%	-5.4%	2.6%
CC(CNC(=O)CCC(=O)N1CCOc2ccccc21)c1ccccc1 (stereo not drawn)	0.5%	-0.3%	0.5%	-1.7%	-13.7%	-0.4%	.	0.0%	.	10.9%	-9.5%
COc1ccc(CC(=O)Nc2cc(S(=O)(=O)N3CCCCC3)ccc2C)cc1	.	1.0%	23.8%	-17.4%	-20.5%	.	.	.	8.0%	-1.4%	-0.2%
O=C(COc1ccccc1)N1CCNC1=O	-0.8%	3.2%	.	2.0%	5.9%	3.2%	-5.0%	25.6%	6.9%	2.5%	-4.0%
COC(=O)CSc1nnc(NC(=O)C2CC(=O)N(c3ccc(F)cc3)C2)s1 (stereo not drawn)	-1.3%	7.3%	0.9%	-1.9%	-5.1%	-5.7%	12.3%	-0.3%	-4.9%	-8.5%	-4.3%
CN=C(Nc1ccccc1)SC1CC(=O)N(c2ccc(C(=O)OC)cc2)C1=O (stereo not drawn)	-5.0%	-6.4%	-0.2%	-10.5%	-22.9%	1.3%	-2.9%	?	-4.4%	-2.9%	-1.5%
N#Cc1cc([N+](=O)[O-])ccc1NC(=O)COC(=O)CCC1CCCCC1	?	-1.9%	.	-0.1%	.	-2.6%	5.4%	23.7%	-1.1%	6.2%	-0.5%
CCCCOCCCn1cnc2c([nH]c3cc(OC)ccc32)c1=O	4.3%	-4.1%	-3.8%	1.3%	7.3%	5.4%	-1.7%	5.6%[10 µM]	2.7%	-6.5%	3.5%
Cc1cc(C)n(-c2nc3ccccc3nc2NCCc2ccccc2)n1	2.0%	-2.1%	2.5%	-4.0%	0.3%	0.4%	-0.9%	-0.4%	-2.5%	-15.2%	2.1%
CCN1C(=O)C2C(C1=O)N1C(c3ccccc3)C3C(=O)N(CC)C(=O)C3N1C2c1ccccc1 (stereo not drawn)	-2.1%	-4.5%	1.6%	13.0%	15.2%	1.8%	-5.3%	-30.6%	-5.6%	-1.1%	2.3%
CC(=O)N1c2ccc(S(=O)(=O)NCC3CCC(C(=O)Nc4ncccc4C)CC3)cc2CC1C (stereo not drawn)	1.3%	0.3%	1.0%	-0.4%	-10.7%	-2.5%	30.2%[activator]	-1.0%	-2.3%	-1.3%	-2.8%
S=C(NCCc1ccccc1)Nc1ccc(Br)cn1	-4.6%	-1.4%	.	-16.3%	15.5%	5.01µM*	1.1%	0.282µM*	0.6%	0.5%	-0.9%
O=C(CCCCCN1C(=O)[C@@H]2Cc3ccccc3CN2C1=O)Nc1ccccc1Cl	-8.7%	-1.2%	-8.3%	-6.3%	12.3%	2.4%	12.1%	5.4%	3.6%	-3.8%	-4.7%
CC1=CC(C)(C)N(C(=O)C(C)N2C(=O)c3ccccc3C2=O)c2ccc(C)cc21 (stereo not drawn)	2.9%	-3.2%	5.5%	0.0%	-16.7%	-7.9%	4.0%	-1.1%	-2.2%	-2.4%	-1.8%
Cc1cccc(NS(=O)(=O)c2cccc(C(=O)N3CCCC(C(F)(F)F)C3)c2)c1 (stereo not drawn)	.	-14.9%	5.2%	-0.3%	-28.5%	.	.	.	-4.8%	1.7%	1.1%
CN(CC(=O)Nc1c(Cl)cccc1Cl)C(=O)Cc1cccs1	.	-0.3%	1.8%	6.2%	20.3%	.	.	.	-3.2%	-0.5%	2.0%
CCN(CC)S(=O)(=O)c1ccc(OC(C)C)c(NC(=O)c2c3c(nc4ccccc24)CCN(Cc2ccccc2)C3)c1	26.3%	-8.8%	?	-0.1%	-16.3%	5.4%	-1.9%	25.5%	-3.5%	-6.0%	-0.1%
CC(C)(C)n1cnc2cc(NCc3ccc(Br)cc3)ccc21	-3.6%	?	3.3%	6.75µM*	?	?	4.3%	?	?	2µM*	3.55µM*
